# Compound activity deposited in PubChem BioAssay by National Center for Advancing Translational Sciences (NCATS).
# S3 lipid droplet: qHTS Assay for Lipid Storage Modulators in Drosophila S3 Cells; Drosophila S3 cells, BODIPY lipid droplet fluorescence, 18-24 h; cells fed with added oleic acid; 0.64% of 320,000 active; Potency in µM for hits, for the others lipid storage change, negative = inhibition, % at the top dose, mostly 46.1 µM; AID 2685, 2010; active = well fitted inhibition curve with a large enough effect in the signal ratio, with a control signal flat, not every such curve was filed as active; inconclusive = small, poorly fitted or top-dose-only effect, or effect the other way, or a change in a side signal; the % refers to the signal ratio
#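 Laser-scanning cytometry quantifies lipid droplet accumulation (500–530 nm total intensity; droplet/cell object ratio) in oleic acid-fed (400 uM added) Drosophila S3 cells treated with a concentration series. 20 uM Triacsin C defined 100% inhibition.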
# S3 lipid droplet cell count max: further read-out of S3 lipid droplet, marked with its call; cell number change, %; measured here: cell count max response;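 cells counted by Cell Tracker Red CMTPX staining in the red channel; peak over a dose series mostly up to 46.1 µM; percent activity relative to internal control wells on each plate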
# An asterisk follows results filed as active; i = inactive; ? = inconclusive; . = not tested or not shown. % is set by controls: 0 for no effect and ±100 for the full control effect; potency is the fitted concentration of half-maximal effect. Some of the compounds tested (hit frequency here may not be typical).
SMILES,S3 lipid droplet,S3 lipid droplet cell count max
CC1(C)CC(=O)C2=C(C1)C(c1cn(-c3ccccc3)nc1-c1ccccc1)C(C#N)=C(N)O2 (stereo not given),-8%,-15
COCCNC(=O)c1sc2ncn(CC(=O)N3CCCCC3)c(=O)c2c1C,i,.
O=c1c(C(c2ccc(F)cc2)c2c(O)nc3n(c2=O)CCCS3)c(O)nc2n1CCCS2,-4%,13
CC(=O)N1CCN(CC(O)COc2ccc(Br)cc2)CC1 (stereo not given),i,13
COc1ccccc1NS(=O)(=O)c1ccc(S(=O)(=O)N2CCOCC2)cc1,9%,11
C#CCOc1nc(Nc2cccc([N+](=O)[O-])c2)nc(OCC#C)n1,?,.
Cc1ccc(O)c(C2=NCCNC(C(F)(F)F)=C2)c1,?,.
Cc1ccc(CNc2ccc(N3CCOCC3)cc2)cc1,5%,2
C=CCn1c(COc2cccc3ccc(C)nc23)nnc1SCC(=O)OC,?,.
Cc1ccc(NNC(=O)c2c(F)cccc2Cl)cc1C,7%,13
Cc1cccc(/C(N)=N/OC(=O)CCC2CCCCC2)c1,?,.
Cc1ccc(NC(=O)C(C)OC(=O)c2ccc(Cl)nc2)cc1S(=O)(=O)N1CCOCC1 (stereo not given),?,.
Nc1ccccc1SCC(=O)Nc1nccs1,-1%,1
COc1ccc(Cl)cc1NC(=O)c1cccc(-n2cnnn2)c1,?,.
N/C(=N\OC(=O)c1cc(Cl)ccc1Cl)c1ccccn1,?,.
CCNC(=S)N1CCC(NC(=O)C2CCCCC2)CC1,5%,1
COC(=O)c1sccc1NC(=O)c1cc(OC)c(OC)c(OC)c1,2%,4
CCOC(=O)c1ccc(S(=O)(=O)N2CCN(C(=O)c3cc(=O)c4ccccc4o3)CC2)cc1,?,.
COc1cccc(C(=O)Nc2sc3c(c2C#N)CCN(C(C)=O)C3)c1,-3%,3
CC(=O)c1ccc(N2CCC(c3cc(-c4ccc(Cl)cc4)n[nH]3)CC2)c([N+](=O)[O-])c1,?,.
Cc1ccc(CNC(=O)CCn2cc(-c3ccc(F)cc3)nc2-c2ccncc2)cc1,?,.
CC(C)NC(=O)c1cc2c(C(F)(F)F)nn(C)c2s1,i,-21
O=S(=O)(NCC(c1ccco1)N1CCc2ccccc2C1)c1ccc(Br)cc1 (stereo not given),?,.
O=C(Nc1cccc([N+](=O)[O-])c1)Nc1cccs1,?,.
CN(C)CCCNCCCNC(=O)/C(=N\O)c1ccccn1,2%,11
O=C(OCC(=O)N1CCN(S(=O)(=O)c2ccccc2)CC1)c1ccc([N+](=O)[O-])o1,?,.
COCCN1CC(=O)N2C(c3cccc(OC)c3)c3[nH]c4ccccc4c3C[C@H]2C1=O (stereo not given in full),3%,6
COc1ccccc1N(CCC#N)C(=O)COC(=O)CCC(=O)c1ccc(F)cc1,?,.
CCn1cc(C2=NC(CCSC)CO2)c2ccccc21 (stereo not given),5%,10
Cc1ccc(C)n1CCN1CCN(CC(=O)Nc2ccc(S(N)(=O)=O)cc2)CC1,?,.
CCCC(=O)Nc1ccc(Cl)c(NC(=O)c2ccc([N+](=O)[O-])cc2Cl)c1,11%,4
O=C(CCN1C(=O)/C(=C\c2cccc(Br)c2)SC1=S)N1CCOCC1,?,.
CCCCOC(=O)c1ccc(N/C(=N\S(=O)(=O)c2ccccc2)c2ccccc2)cc1,?,.
Cc1ccc(-c2noc(CN(C)C(=O)c3ccc(Br)o3)n2)cc1,i,.
Cc1cc(C)c(S(=O)(=O)NC2CC(C)(C)NC(C)(C)C2)cc1C,?,.
N=c1c(C(=O)NCCN2CCOCC2)cc2c(=O)n3ccccc3nc2n1CCc1ccccc1,i,16
O=C(Nc1ccc(Cl)cc1C(=O)NCCN1CCOCC1)c1ccc(Cl)cc1Cl,?,.
Cc1ccc(NC(=O)CSCC(=O)NCCc2ccccn2)c(C)c1,10%,21
Cc1ccc(S(=O)(=O)N(c2nc(N(C)C)nc(N(C)C)n2)n2cnnc2)cc1,?,.
COCCNC(=O)COc1ccc(Br)cc1Cl,?,.
CCN(Cc1ccccc1)C(=O)c1cc(S(=O)(=O)N2CCOCC2)ccc1N1CCCC1,?,.
CCc1nc2c(c(=O)c3ccccc3n2C)c(=O)n1C1CCCCCC1,-4%,3
CC(NC(=O)c1ccc(F)cc1)C1CC2CCC1C2 (stereo not given),i,11
Cn1c(=O)c2[nH]c(-c3ccccc3O)nc2n(C)c1=O,?,.
C[C@H](NC(=O)c1nc[nH]c1C(=O)N[C@@H](CCCCNC(=O)OC(C)(C)C)C(=O)OC(C)(C)C)C(=O)OC(C)(C)C,15%,0
O=C(NCc1ccccc1)C(c1cccnc1)N(C(=O)c1ccccn1)c1cccc(F)c1 (stereo not given),i,10
COc1ccccc1NC(=O)Cc1nnc(SCC(=O)c2ccc(F)cc2)n1C,?,.
O=C1CCC(=O)N1OCCOc1ccc2c(c1)CCC2,-1%,4
Cc1ccc(C(=O)OC(C)C(=O)NC(C)CCc2ccccc2)o1 (stereo not given),-1%,-12
O=C1C=C(NCCNc2c(F)c(F)c(CO)c(F)c2F)CCC1,?,.
O=C(NCc1ccc2c(c1)OCO2)c1ccc2snnc2c1,29%,.
CCCCOc1ccc(NC(=O)CSCC(=O)OCC)cc1,?,.
CCOC(=O)c1ccc2nc3c(cc2c1)CCS3,?,.
CC1CCC(C(=O)NC(C(=O)NCc2ccccn2)C(C)C)CC1 (stereo not given),?,.
COC(=O)c1cccc(NC(=S)N2CCOCC2)c1,?,.
C=CCc1c(C)[nH]c(=S)c(C#N)c1C,?,.
CC(C)n1c(Nn2cnnc2)nc2ccccc21,?,.
O=C(O)CCC(=O)N1N=C(c2c(-c3ccccc3)c3cc(Cl)ccc3[nH]c2=O)CC1c1cccs1 (stereo not given),?,.
C=CCC1Cc2c(Br)cccc2C(CC=C)N1 (stereo not given),?,.
C=CCNC(=O)c1ccc2nccnc2c1,10%,9

# Part of the list above, with bars between the fields:
Compound | S3 lipid droplet | S3 lipid droplet cell count max
O=c1c(C(c2ccc(F)cc2)c2c(O)nc3n(c2=O)CCCS3)c(O)nc2n1CCCS2 | -4% | 13
CC(=O)N1CCN(CC(O)COc2ccc(Br)cc2)CC1 (stereo not given) | i | 13
COc1ccccc1NS(=O)(=O)c1ccc(S(=O)(=O)N2CCOCC2)cc1 | 9% | 11
C#CCOc1nc(Nc2cccc([N+](=O)[O-])c2)nc(OCC#C)n1 | ? | .
Cc1ccc(O)c(C2=NCCNC(C(F)(F)F)=C2)c1 | ? | .
Cc1ccc(CNc2ccc(N3CCOCC3)cc2)cc1 | 5% | 2
C=CCn1c(COc2cccc3ccc(C)nc23)nnc1SCC(=O)OC | ? | .
Cc1ccc(NNC(=O)c2c(F)cccc2Cl)cc1C | 7% | 13
Cc1cccc(/C(N)=N/OC(=O)CCC2CCCCC2)c1 | ? | .
Cc1ccc(NC(=O)C(C)OC(=O)c2ccc(Cl)nc2)cc1S(=O)(=O)N1CCOCC1 (stereo not given) | ? | .
Nc1ccccc1SCC(=O)Nc1nccs1 | -1% | 1
COc1ccc(Cl)cc1NC(=O)c1cccc(-n2cnnn2)c1 | ? | .
N/C(=N\OC(=O)c1cc(Cl)ccc1Cl)c1ccccn1 | ? | .
CCNC(=S)N1CCC(NC(=O)C2CCCCC2)CC1 | 5% | 1
COC(=O)c1sccc1NC(=O)c1cc(OC)c(OC)c(OC)c1 | 2% | 4
CCOC(=O)c1ccc(S(=O)(=O)N2CCN(C(=O)c3cc(=O)c4ccccc4o3)CC2)cc1 | ? | .

# 2 entries drawn at random from those above, as already listed:
SMILES,S3 lipid droplet,S3 lipid droplet cell count max
CC1CCC(C(=O)NC(C(=O)NCc2ccccn2)C(C)C)CC1 (stereo not given),?,.
CC(NC(=O)c1ccc(F)cc1)C1CC2CCC1C2 (stereo not given),i,11

# Next section.
SMILES,S3 lipid droplet,S3 lipid droplet cell count max
CCC(C)C(NC(N)=O)C(=O)Nc1ccc(C)c(Cl)c1 (stereo not given),?,.
Cc1cc(C#N)c(C)n1-c1cc(C(F)(F)F)ccc1N1CCOCC1,28%,3
COc1ccc(OC(=O)Cc2cccc3ccccc23)cc1,?,.
O=C(NCc1ccncc1)c1cn(-c2ccccc2)nc1-c1cccnc1,?,.
Cc1nc2nc(SCc3ccccc3)[nH]n2c(=O)c1CCC(C)C,-19%,20
Cc1cc(SCc2ccc(Cl)c(Cl)c2)nc(=O)[nH]1,?,.
C=CCSc1n[nH]c(-c2ccc(OC)cc2)n1,i,.
Cc1cccc(CC(=O)NC2CCN(C)CC2)c1,?,.
CCNC(=O)NC(=O)C(C)OC(=O)C1CCN(S(=O)(=O)c2ccccc2F)CC1 (stereo not given),?,.
CCN(C(=O)COc1ccccc1)c1nnc(-c2cccnc2)s1,?,.
N/C(=N\OC(=O)CCCc1ccccc1)c1ccccc1Cl,?,.
O=C(Nc1ccc(Br)cc1)c1cc([N+](=O)[O-])cc([N+](=O)[O-])c1,?,.
COc1ccc(C2CC(=O)c3c(ccc4ccccc34)N2)cc1OC (stereo not given),?,.
O=C(NCCc1ccccc1)c1nnc(CS(=O)(=O)c2ccccc2)o1,1%,9
C=C1c2ccccc2NC(=O)N1c1ccc(OC)cc1,23%,17
COC(=O)C(C)Sc1nc2c(c(=O)n(C)c(=O)n2C)n1CCC(C)C (stereo not given),6%,14
CC(C)Cn1c(SCC(=O)N2CCN(C(=O)c3ccco3)CC2)nc2ccccc2c1=O,?,.
COc1ccc(C(C(=O)NC(C)(C)C)N(C(=O)CCC(=O)Nc2cc(C)on2)c2cccc(C)c2C)cc1 (stereo not given),?,.
COc1cc2cc(CCCOC(=O)c3ccc(C#N)cc3)oc(=O)c2cc1OC,i,-13
O=C(CSc1ncccc1C(=O)O)c1ccccc1F,15%,4
Cc1ccsc1CN(C)Cc1nc(C2CC2)no1,?,.
CC1CN(CCOc2ccc(Cl)cc2Cl)CC(C)O1 (stereo not given),15%,9
CC(C)Nc1ccc(C(CC(N)=O)NC(=O)c2ccccc2)cc1[N+](=O)[O-] (stereo not given),?,.
COc1ccccc1Nc1nc(-c2sc(NC(=O)c3ccc([N+](=O)[O-])cc3)nc2C)cs1,?,.
O=C(CSc1nnc(N2CCOCC2)n1-c1cccc(F)c1)N1CCN(c2ccccn2)CC1,-9%,5
Cc1ccc(N2CC(C(=O)N3CCC(C(=O)Nc4nnc(C(C)C)s4)CC3)CC2=O)cc1 (stereo not given),i,.
CCc1noc(C)c1C(=O)OCC(=O)NCCc1ccc(OC)cc1,?,.
Cc1ccc(C(=O)CSc2nnnn2C(C)C)c(C)c1,i,.
Cc1ccccc1NC(=O)CSC1=NCCN1,5%,-1
O=C1CCCN1CN(C(=O)c1ccc2c(c1)OCO2)c1cccc(Cl)c1,?,.
O=[N+]([O-])c1cccc(CN(CCO)Cc2ccccc2)c1,13µM*,-9.6*
CC(=O)N(c1nc(CCl)cs1)c1ccc(C)cc1C,?,.
NC(=O)c1c(NC(=O)CN2CCN(S(=O)(=O)c3ccccc3)CC2)sc2c1CCC2,?,.
CC(NC(=O)Cc1ccccc1)c1cc2c(cc1Br)OCCCO2 (stereo not given),?,.
Cc1c(C(=O)N2CCC(C(N)=O)CC2)sc(N)c1C#N,5%,7
O=C(O)Cc1csc(NC(=O)CSc2nnnn2-c2ccc(O)cc2)n1,?,.
CC1N(O)C(C)(C)C(c2ccccc2)=[N+]1[O-] (stereo not given),-5%,1
O=S(=O)(NCc1cccnc1)c1cccc2nsnc12,2%,1
COC(=O)c1cc(O)cc(OC)c1C(=O)c1c(O)cc(C)cc1O,-3%,-11
CN(C)c1ccc(C(=O)NCC(c2cccs2)N2CCOCC2)cc1[N+](=O)[O-] (stereo not given),?,.
Cc1ccnn1-c1ccc(C(=O)N2CCCN(S(=O)(=O)c3ccc(F)cc3)CC2)cc1,?,.
Cc1nn(C)c(Cl)c1C(=O)NCC(=O)NCc1ccccc1,-13%,-13
CC1C(=O)O[C@@H]2C[C@@H](C)[C@@H]3CCC(=O)[C@@]3(C)[C@@H](O)[C@H]12 (stereo not given in full),?,.
CC1CCN(S(=O)(=O)c2cccc(C(=O)Nc3ccccn3)c2)CC1,?,.
CC1(C)CC(=O)C=C(NCc2ccccc2)C1,-18%,-3
O=C(CSc1nc2ccccc2o1)Nc1ccccc1,-3%,-22
CC(C)Cn1c(=O)c(C(=O)Nc2cnccn2)c(O)c2ccccc21,i,10
CS/C(=C(/C#N)S(=O)(=O)c1ccc(Cl)cc1)N1CCOCC1,?,.
NS(=O)(=O)c1cc(C(=O)OCC(=O)NC2CC2)ccc1Cl,?,.
COc1ccc(CC(=O)NCC(=O)Nc2ccccc2Br)cc1,i,2
Cc1cc(C(=O)CSc2nnnn2C)c(C)n1C1CC1,-4%,-2
Cc1cc(C(=O)c2cnc(/N=C/N(C)C)s2)c(F)cc1Cl,7%,-10
CCN(C#N)c1nc(NC(C)C)nc(NC(C)C)n1,i,.
CCN(CC)C(=O)c1cc2cc([N+](=O)[O-])ccc2s1,?,.
O=C(c1ccc(COc2ccccc2Br)o1)N1N=C(C(F)F)CC1(O)C(F)F (stereo not given),?,.
COc1ccc(CCN=C(C)C2=C(O)C(c3ccccc3)OC2=O)cc1OC (stereo not given),?,.
CCOC1(OCC)N=C(N)C2(C#N)C(c3cccc(C)c3)C12C#N (stereo not given),-9%,4
Cc1ccc(Cn2c(SCC(=O)N3CC(=O)Nc4ccccc43)nc3ccccc3c2=O)cc1,-2%,-21
O=C(CCN1C(=O)S/C(=C\c2ccccc2)C1=O)NC1CCS(=O)(=O)C1 (stereo not given),i,-16
O=C(NC1CCCCC1)C(c1cccs1)N(CCCN1CCOCC1)C(=O)c1ccc(-c2ccccc2)[nH]1 (stereo not given),24%,.
CC(c1ccccc1)C1C(C#N)=C(N)SC(N)=C1C#N (stereo not given),?,.
